High-throughput results from PubChem BioAssay.
Statin myotox sup: suppression of simvastatin myotoxicity; rescue of ATP level, % at 7.49 µM; AID 602340; hit rate 0.78% among 330,000; C2C12 myotubes + simvastatin, ATP luminescence, 48 h; scaled: DMSO 0, geranylgeraniol control 100;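 active = mean ATP rescue above about 67%, or every replicate alone reaching that limit, limit read from the data, passing the limit was not always enough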;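 note: myotubes were challenged with 10 µM simvastatin during compound exposure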
Cneo AK release: Cryptococcus neoformans lysis via adenylate kinase release | C. neoformans lysis, adenylate kinase release luminescence, 4 h; normalised: neutral wells 0, clomiphene wells 100 | lysis activity, % at 15 µM | hit rate 0.2% among 360,000 | AID 651654;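 active = mean lysis activity across replicates of at least 80%, whatever share of replicates individually reach that level; inactive = mean lysis activity below 80%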
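Assay system: log-phase C. neoformans yeast / Quantity: yeast cell density of 5 × 10^6 cells/mL / Medium: fresh YPD growth medium / Compound: single dose / Timing: static 4 h at 37 °C with compound, 1 h detection / Measured by: adenylate kinase release luminescence / Read-out: lysis from increased AK signal / Benchmarks: Clomiphene as positive lysis control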
PGC1a acetyl inh: lowers PGC1a acetylation signal in U2OS cells | AlphaScreen anti-acetyl-lysine; with virally co-expressed GCN5 acetyltransferase | inhibition, % at 15.6 µM | hit rate 0.17% among 350,000;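 active = every replicate shows inhibition of at least 40%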;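 note: 0% = neutral control wells and 100% = positive control wells; some results beyond the cut were filed as inactive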
CFTR F508del cor: CFTR F508del correction in bronchial cells; activity (quench increase), % at 7.58 µM; hit rate 0.36% among 350,000; CFBE cells, YFP halide quenching; stimulated with forskolin plus potentiator P3; % fluorescence drop versus neutral controls;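 active = mean added fluorescence quench of at least 8% versus neutral control, with both replicates also reaching 8%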;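 note: cells transiently co-express mutant CFTR-F508del with the halide-sensitive YFP; corrector assay measuring rescue of mutant channel to the surface after 24 h compound exposure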
FN deposit inh: fibronectin deposition inhibition | AID 743247 | inhibition, % at 12.6 µM | AH1F fibroblasts, Alexa488-fibronectin deposition fluorescence, overnight | hit rate 0.086% among 350,000;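 active = mean inhibition across replicates of 30% or more, regardless of how many single replicates reach that level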;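 note: positive control wells lacked labelled fibronectin entirely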
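Material – AH1F fibroblast monolayer, labelled fibronectin deposition · Reagent – labelled fibronectin 24 nM · Timing – 1 h adhesion, overnight exposure · Measured by – fluorescence at 485 nm excitation, 525 nm emission · Read-out – inhibition of fibronectin deposition signal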
miR122 inh: inhibitors of miR-122 in Huh7 cells; hit rate 0.3% among 340,000; activation (reporter increase), % at 12.5 µM; Huh7 miR-122 Renilla luciferase sensor, 48 h; neutral wells = 0, positive control = 100;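 active = mean replicate activation score at least 90 and every replicate individually at or above 90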;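 note: higher luciferase means less miR-122 activity so hits act as miR-122 inhibitors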
INS-1E GSIS act: GLuc luminescence reporter in INS-1E cells, primary screen for activators of glucose-dependent secretion of insulin; activation, % at 16.6 µM; hit rate 0.61% among 370,000; INS-1E GLuc reporter insulin secretion, 2-3 h;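 active = lowest replicate activation of at least 40%, so every replicate reaches that level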;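 note: 0% = median of neutral control wells and 100% = median of IBMX positive control wells; some compounds called inactive have numbers as strong as hits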
PglD DTNB: inhibitors of Campylobacter jejuni PglD acetyltransferase | inhibition, % at 12.5 µM | AID 602405 | purified PglD enzyme, DTNB colorimetric CoA detection | hit rate 0.098% among 360,000; in the data active = inhibition above about 16%, passing the limit was not always enough; note: strong numbers were not always called active
An asterisk follows results filed as active; nt = no result given; & = joins results of further samples; [ ] = dose if it differs, or a comment.

SMILES	Statin myotox sup	Cneo AK release	PGC1a acetyl inh	CFTR F508del cor	FN deposit inh	miR122 inh	INS-1E GSIS act	PglD DTNB
C[C@H](CO)N1C[C@H](C)[C@@H](CN(C)C(=O)Nc2ccc(F)cc2)Oc2ccc(NC(=O)CCN3CCOCC3)cc2CC1=O	7	10	22	-0.8	nt	3[16.7 µM]	-1	1
Cc1cc(C)c2cc(C#N)c(SCC(=O)NCC3CCCO3)nc2c1 (stereo not drawn)	2	1	-5	nt	nt	-1	nt	-9
O=C(Nc1nccs1)c1cc(-c2ccncc2)nc2ccccc12	nt	nt	-15	0.0	-10	nt	13	nt
Cc1nc2ccccc2n1S(=O)(=O)c1ccc(S(=O)(=O)N2CCCCCC2)cc1	8	-1	4	nt	4	3	nt	4
COc1ccc(CC(=O)Oc2ccccc2Cl)cc1S(=O)(=O)N1CCOCC1	-7	-7	nt	2.7	3	-6	15	2
O=C(Nc1ccc(N2CCN(Cc3ccccc3F)CC2)cc1)c1ccccc1[N+](=O)[O-]	nt	nt	-22	-3.2	1	nt	0	nt
COc1ccccc1-c1ccc2c(c1)O[C@@H](CN(C)S(=O)(=O)c1ccccc1)[C@H](C)CN([C@H](C)CO)S2(=O)=O	-92	3	-11	-0.7	-9	4[16.7 µM]	-11	0
CCCCc1cn(C[C@H]2CC[C@@H]([C@@H]3CC[C@H](Cn4cc(CCCC)nn4)O3)O2)nn1	7	-1	-2	-0.2	-3	-1	-3	1
Cc1ccccc1C1C(C#N)=C2N=C(N)c3ccccc3N2C2=C1C(=O)CCC2 (stereo not drawn)	15	-3	-2	-3.8	4	-5	-11	1
O=C(CCC(=O)Nc1ccc(Cl)cc1)N/N=C/c1ccc2c(c1)OCO2	7	-2	-1	2.0	0	-2	-1	2
COc1ccccc1Nc1nc(-c2sc(N)nc2C)cs1	-12	3	8	1.1	2	-5	5	-3
CC12CCC(C(=O)N(CSC(=S)N/N=C\c3ccccc3Cl)C1=O)C2(C)C (stereo not drawn)	nt	1	3	nt	-4	6	nt	11
N/C(=N/OC(=O)c1ccc(Cl)cc1)c1ncc([N+](=O)[O-])s1	nt	3	6	1.7	6	-5	-7	2
C[C@@H]1CN([C@H](C)CO)C(=O)c2c(c3ccccc3n2C)-c2ccccc2CO[C@H]1CN(C)C(=O)c1cc(Cl)cc(Cl)c1	-7	-1	2&-1	-1.3&-0.5	-1&2	-1	-14&-18	-5
O=C(NCc1ccccc1F)[C@H]1[C@H](CO)[C@H]2Cn3c(cccc3=O)[C@H]2N1CC1CCCC1	15	-2	-5	-2.0	-12	2[16.7 µM]	-3	-1
CN(C)S(=O)(=O)c1ccc(S(=O)(=O)N2CCCC2)cc1	nt	2	10	nt	-3	2	nt	3
Cc1cc(C)n(-c2ccc(C(=O)OCC(=O)NCc3ccc(Cl)cc3)cc2)n1	4	nt	1	-1.6	1	0	9	nt
COCCNC(=O)C(c1ccc(C)o1)N(C(=O)c1snc(C(N)=O)c1N)c1cc(C)cc(C)c1 (stereo not drawn)	15	1	9	nt	3	-8	nt	4
O=C(Nc1ccccc1Cl)N1C[C@@H]2[C@H](c3ccccc31)[C@@H](CO)N2Cc1ccncc1	16	2	13	-0.6	-6	0[16.7 µM]	5	0
O=C(NC1CCCCC1)N(Cc1ccccc1)Cc1ccco1	-15	1	-15	nt	nt	-4	nt	5

17 of these compounds, reformatted.
Results follow in this order: Statin myotox sup	Cneo AK release	PGC1a acetyl inh	CFTR F508del cor	FN deposit inh	miR122 inh	INS-1E GSIS act	PglD DTNB
- C[C@H](CO)N1C[C@H](C)[C@@H](CN(C)C(=O)Nc2ccc(F)cc2)Oc2ccc(NC(=O)CCN3CCOCC3)cc2CC1=O
  7	10	22	-0.8	nt	3[16.7 µM]	-1	1
- Cc1cc(C)c2cc(C#N)c(SCC(=O)NCC3CCCO3)nc2c1 (stereo not drawn)
  2	1	-5	nt	nt	-1	nt	-9
- O=C(Nc1nccs1)c1cc(-c2ccncc2)nc2ccccc12
  nt	nt	-15	0.0	-10	nt	13	nt
- Cc1nc2ccccc2n1S(=O)(=O)c1ccc(S(=O)(=O)N2CCCCCC2)cc1
  8	-1	4	nt	4	3	nt	4
- COc1ccc(CC(=O)Oc2ccccc2Cl)cc1S(=O)(=O)N1CCOCC1
  -7	-7	nt	2.7	3	-6	15	2
- O=C(Nc1ccc(N2CCN(Cc3ccccc3F)CC2)cc1)c1ccccc1[N+](=O)[O-]
  nt	nt	-22	-3.2	1	nt	0	nt
- COc1ccccc1-c1ccc2c(c1)O[C@@H](CN(C)S(=O)(=O)c1ccccc1)[C@H](C)CN([C@H](C)CO)S2(=O)=O
  -92	3	-11	-0.7	-9	4[16.7 µM]	-11	0
- CCCCc1cn(C[C@H]2CC[C@@H]([C@@H]3CC[C@H](Cn4cc(CCCC)nn4)O3)O2)nn1
  7	-1	-2	-0.2	-3	-1	-3	1
- Cc1ccccc1C1C(C#N)=C2N=C(N)c3ccccc3N2C2=C1C(=O)CCC2 (stereo not drawn)
  15	-3	-2	-3.8	4	-5	-11	1
- O=C(CCC(=O)Nc1ccc(Cl)cc1)N/N=C/c1ccc2c(c1)OCO2
  7	-2	-1	2.0	0	-2	-1	2
- COc1ccccc1Nc1nc(-c2sc(N)nc2C)cs1
  -12	3	8	1.1	2	-5	5	-3
- CC12CCC(C(=O)N(CSC(=S)N/N=C\c3ccccc3Cl)C1=O)C2(C)C (stereo not drawn)
  nt	1	3	nt	-4	6	nt	11
- N/C(=N/OC(=O)c1ccc(Cl)cc1)c1ncc([N+](=O)[O-])s1
  nt	3	6	1.7	6	-5	-7	2
- C[C@@H]1CN([C@H](C)CO)C(=O)c2c(c3ccccc3n2C)-c2ccccc2CO[C@H]1CN(C)C(=O)c1cc(Cl)cc(Cl)c1
  -7	-1	2&-1	-1.3&-0.5	-1&2	-1	-14&-18	-5
- O=C(NCc1ccccc1F)[C@H]1[C@H](CO)[C@H]2Cn3c(cccc3=O)[C@H]2N1CC1CCCC1
  15	-2	-5	-2.0	-12	2[16.7 µM]	-3	-1
- CN(C)S(=O)(=O)c1ccc(S(=O)(=O)N2CCCC2)cc1
  nt	2	10	nt	-3	2	nt	3
- Cc1cc(C)n(-c2ccc(C(=O)OCC(=O)NCc3ccc(Cl)cc3)cc2)n1
  4	nt	1	-1.6	1	0	9	nt

Three compounds out of the list above, sorted by the number in INS-1E GSIS act, ascending.
| canonical_smiles | INS-1E GSIS act |
| --- | --- |
| N/C(=N/OC(=O)c1ccc(Cl)cc1)c1ncc([N+](=O)[O-])s1 | -7 |
| CCCCc1cn(C[C@H]2CC[C@@H]([C@@H]3CC[C@H](Cn4cc(CCCC)nn4)O3)O2)nn1 | -3 |
| O=C(Nc1ccccc1Cl)N1C[C@@H]2[C@H](c3ccccc31)[C@@H](CO)N2Cc1ccncc1 | 5 |

(cont.)
SMILES	Statin myotox sup	Cneo AK release	PGC1a acetyl inh	CFTR F508del cor	FN deposit inh	miR122 inh	INS-1E GSIS act	PglD DTNB
CC(=O)NCCC1CCCCN1C(=O)c1cc(COc2cc(C)ccc2C)on1 (stereo not drawn)	5	-1	-5	0.6	-6	-2	2	-2
CCCCNc1nc2ccccc2n1CC(=O)Nc1c(C)cccc1CC	-7	1	0	nt	10	1	-6	8
CC(=O)Nc1ccc(N/C=C/C(=O)c2ccc(Cl)cc2)cc1	-3	-3	2	0.7	-1	0	-10	-3
COc1ccc(C(=O)N2CCN(c3cnn(-c4ccccc4)c(=O)c3Cl)CC2)cc1	-5	2	9	-3.4	nt	-6	-4	1
O=C(OCc1ccccc1)N1CCC2CC1c1cc(-c3ccc(F)cc3)ccc12 (stereo not drawn)	5	1	63*	-3.8	-2	-5	5	3
CCN1CCc2nc3sc(C(=O)N4CCc5ccccc5C4)c(N)c3cc2C1	36	-1	-4	3.5	-6	9	12	-1
C[C@@H]1CCCCO[C@@H](CN(C)C(=O)Nc2cccc3ccccc23)[C@H](C)CN([C@@H](C)CO)C(=O)c2cc(NC(=O)CCCN(C)C)ccc2O1	nt	-5	-1	-3.7	nt	-3[16.7 µM]	23	-2
CCC1CCCCN1c1nc(-c2cccc(OC)c2O)nc2ccccc12 (stereo not drawn)	33	-5	0	nt	8	2	-37	-7
COc1ccc(Nc2ncc(C(=O)N3CCC(C(N)=O)CC3)c3ccccc23)cc1	nt	1	-8	nt	-6	nt	nt	-3
CCOC(=O)/C(C#N)=C/c1cn(CCC(=O)O)nc1-c1cccc(Cl)c1	nt	nt	-9	-0.4	9	nt	-20	nt
COC(=O)c1ccc(/C=N\N2CCN(c3ccccc3)CC2)cc1	14	-2	nt	2.6	0	-1	-4	-3
Cc1ccc2c(Cl)cc(Cl)c(OCC(=O)NC(=O)NCc3ccco3)c2n1	-1	1	-1	nt	nt	-1	nt	-3
COc1ccc(CCC(=O)Nc2cccc(S(=O)(=O)N3CCOCC3)c2)cc1OC	24	-2	1	0.5	nt	3	-4	0
COc1cccc(CN2CCC2(C)C(=O)Nc2cccc(Oc3ccccc3)c2)c1F (stereo not drawn)	-10	-1	-14	-3.5	23	17	nt	2
COc1ccc(Cl)cc1C(=O)Nc1ccc2c(c1)OCO2	16	-6	3	nt	nt	17	nt	-6
C[C@H](CO)N1C[C@H](C)[C@@H](CN(C)C(=O)C2CCOCC2)Oc2ncc(Br)cc2C1=O	-13&-21&1	-2&-2&-1	3&-1	-1.7&-3.5&-2.2	-17&3	-2	0&10	-3&2&3
CCCCCCOC(=O)C1=C(C)NC(=O)NC1c1ccc(O)cc1 (stereo not drawn)	18	-3	-5	nt	nt	-2	-1	1
CN1CCN(C(=O)C2CCCN(c3ncnc4c3nc3n4CCCCC3)C2)CC1 (stereo not drawn)	21	-3	7	1.1	4	nt	12	1
O=C(C1CCC1)N1C[C@@H]2[C@H](c3ccccc31)[C@@H](CO)N2C(=O)c1ccccc1	11	-3	-3	-2.4	-6	0[16.7 µM]	4	-4
C[C@@H]1CN([C@H](C)CO)C(=O)c2cc(NC(=O)Cc3ccccc3)ccc2O[C@@H]1CN(C)S(=O)(=O)c1ccc(F)cc1	-25	-1	-1	-1.0	-14	60[16.7 µM]	-21	0
C=CCn1c(O)c(N=NC(=O)OC(C)(C)C)c2ccccc21	nt	4	17	nt	-2	-1	16	-6
O=C(CCNC(=O)c1ccccc1Cl)NCCc1ccc(C(F)(F)F)cc1	0	4	nt	0.6	0	-3	-1	-7
CCCCOC(=O)n1c(SCC(=O)N(C)C)nc2ccccc21	-1	4	4	nt	nt	-4	nt	-2
O=C(NCCN1CCOCC1)c1ccc([N+](=O)[O-])cc1[N+](=O)[O-]	10	-1	8	nt	nt	2	nt	3
COCCOC(=O)c1c(C)oc2ccc(NS(=O)(=O)c3ccccc3)cc12	10	0	-4	2.2	nt	3	-2	1
CCOC(=O)C1CCCN(C(=O)c2ccc(OC)cc2)CC1 (stereo not drawn)	5	-1	-2	-2.3	-3	-2	3	-2
c1ccc(Nc2c3c(nc4ncnn24)CCC3)cc1	7	-2	7	nt	nt	-3	nt	-2
